FadD28 FP inh = blocks FadD28 binding to the bisubstrate probe. fluorescence polarization. 360,000 compounds, 0.22% hits. inhibition, % at 12.5 µM. AID 588549; in the data active = inhibition above about 8.5%, passing the limit was not always enough; inconclusive = no clear call, values can overlap the other calls
BoNT-F LC inh = blocks Botulinum neurotoxin F light chain protease. Multiplex microsphere protease cleavage assay, flow cytometry. inhibition, % at 10 µM. 360,000 compounds, 0.22% hits. AID 588497; in the data active = inhibition above about 35%, passing the limit was not always enough; inconclusive = no clear call, values can overlap the other calls; also: plate controls were buffer without enzyme for full effect and enzyme alone for no effect
MazF activator = increases E. coli MazEF RNase cleavage of RNA | P0AE70 | FAM/BHQ RNA-DNA oligo cleavage fluorescence, 5 h | activation, % at 20 µM | 350,000 compounds, 0.32% hits | AID 504720; in the data active = activation above about 50%
Target sequence (P0AE70 whole entry, looked up): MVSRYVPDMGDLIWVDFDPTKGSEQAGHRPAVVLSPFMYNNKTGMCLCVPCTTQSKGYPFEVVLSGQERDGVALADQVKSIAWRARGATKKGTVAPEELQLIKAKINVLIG
Mtb UGM inh = blocks M. tuberculosis UGM enzyme; purified UGM, fluorescence polarization probe displacement; P9WIQ1; inhibition, % at 10 µM; AID 504406; 320,000 compounds, 0.06% hits; in the data active = inhibition above about 10%, passing the limit was not always enough; inconclusive = no clear call, values can overlap the other calls
GDH-TPI inh = inhibits GDH-TPI coupling enzymes, artifact for Mtb FBA screen; 360,000 compounds, 1.2% hits; inhibition, % at 4.8 µM; GDH-TPI coupled enzyme counterscreen, NADH absorbance;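 also: 0% = DMSO wells and 100% = wells lacking the enzyme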
Mtb FBA inh = inhibitors of M. tuberculosis fructose-bisphosphate aldolase. P9WQA3. purified M. tuberculosis FBA, fluorescence read-out. inhibition, % at 1 µM. 360,000 compounds, 2.3% hits; in the data active = inhibition above about 27%;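 also: 0% = vehicle and 100% = reference inhibitor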
Target sequence (P9WQA3 whole entry, looked up): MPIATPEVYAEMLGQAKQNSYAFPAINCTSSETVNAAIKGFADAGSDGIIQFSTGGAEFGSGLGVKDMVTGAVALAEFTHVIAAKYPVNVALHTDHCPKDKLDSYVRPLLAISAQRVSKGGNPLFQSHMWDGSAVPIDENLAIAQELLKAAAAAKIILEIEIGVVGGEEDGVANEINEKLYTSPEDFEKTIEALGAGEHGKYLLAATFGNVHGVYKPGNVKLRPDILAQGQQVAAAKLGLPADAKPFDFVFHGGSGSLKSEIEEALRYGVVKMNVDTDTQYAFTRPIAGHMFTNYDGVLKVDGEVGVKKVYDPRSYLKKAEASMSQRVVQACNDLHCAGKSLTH
Rv3671c inh = Rv3671c (M. tuberculosis) protease inhibition; P9WHR9; inhibition, % at 5.96 µM; 320,000 compounds, 0.048% hits; in the data active = inhibition above about 38%;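 also: extracellular domain of Rv3671c used as enzyme; 0% = enzyme with DMSO and 100% = no enzyme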
Target sequence (P9WHR9 whole entry, looked up, the tested form may be a part): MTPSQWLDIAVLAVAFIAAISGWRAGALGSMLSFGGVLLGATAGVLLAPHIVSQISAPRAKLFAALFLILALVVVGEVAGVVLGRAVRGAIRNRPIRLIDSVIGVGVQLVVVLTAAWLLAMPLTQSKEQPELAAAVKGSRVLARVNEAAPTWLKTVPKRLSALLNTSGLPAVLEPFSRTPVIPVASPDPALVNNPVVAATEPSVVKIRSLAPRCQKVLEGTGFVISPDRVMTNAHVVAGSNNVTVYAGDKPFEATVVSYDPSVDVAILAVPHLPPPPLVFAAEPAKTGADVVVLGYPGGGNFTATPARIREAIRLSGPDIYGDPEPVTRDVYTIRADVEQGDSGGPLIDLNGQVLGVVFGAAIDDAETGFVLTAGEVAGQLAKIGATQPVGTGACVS
CCHF vOTU inh = blocks the CCHF virus ovarian tumor domain protease | CCHFV vOTU protease, Pep-AMC fluorescence | inhibition, % at 11.5 µM | AID 651958 | 370,000 compounds, 0.55% hits; also: 0% = vehicle wells with enzyme and 100% = no enzyme wells
BioA inh = BioA (M. tuberculosis) enzyme inhibition; purified M. tuberculosis BioA enzyme, plate reader; inhibition, % at 9.99 µM; 360,000 compounds, 0.096% hits; AID 602481; in the data active = inhibition above about 40%; inconclusive = no clear call, values can overlap the other calls
DUSP3 inh = inhibitors of human VHR1 phosphatase (DUSP3) | P51452 | recombinant VHR phosphatase, pNPP absorbance | inhibition, % at 13.3 µM | 290,000 compounds, 0.52% hits; in the data active = inhibition above about 50%; also: some compounds called inactive have numbers as strong as hits
Target sequence (P51452 whole entry, looked up): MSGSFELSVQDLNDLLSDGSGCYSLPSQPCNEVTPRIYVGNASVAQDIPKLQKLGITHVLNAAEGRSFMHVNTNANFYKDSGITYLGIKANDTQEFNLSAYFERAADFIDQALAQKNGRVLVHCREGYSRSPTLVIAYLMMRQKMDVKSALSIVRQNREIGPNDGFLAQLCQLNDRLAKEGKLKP
Active calls of the source: *. Rule as the data show it, unless noted: active = inhibition above about 30%; inactive = the rest.

Start of the listing, in advance:
Screening CCOCCCNC(=O)C(NC(=O)CNC(C)=O)c1ccc(C)cc1 (stereo not drawn) returned FadD28 FP inh 0.1, BoNT-F LC inh 4, MazF activator 3, Mtb UGM inh -3.2, GDH-TPI inh 11, Mtb FBA inh -2, Rv3671c inh -8, CCHF vOTU inh -9, BioA inh 0.5 and DUSP3 inh 31.
For Cc1[nH]n2c(=O)cc(-c3ccc([N+](=O)[O-])cc3)nc2c1-c1ccccc1 the results were FadD28 FP inh 0.2, BoNT-F LC inh -12, MazF activator 3, Mtb UGM inh 0.9, GDH-TPI inh 19, Mtb FBA inh -3, Rv3671c inh -1, CCHF vOTU inh 19 and BioA inh 3.9.

The listing, repeating the preview:
Screening CCOCCCNC(=O)C(NC(=O)CNC(C)=O)c1ccc(C)cc1 (stereo not drawn) returned FadD28 FP inh 0.1, BoNT-F LC inh 4, MazF activator 3, Mtb UGM inh -3.2, GDH-TPI inh 11, Mtb FBA inh -2, Rv3671c inh -8, CCHF vOTU inh -9, BioA inh 0.5 and DUSP3 inh 31.
For Cc1[nH]n2c(=O)cc(-c3ccc([N+](=O)[O-])cc3)nc2c1-c1ccccc1 the results were FadD28 FP inh 0.2, BoNT-F LC inh -12, MazF activator 3, Mtb UGM inh 0.9, GDH-TPI inh 19, Mtb FBA inh -3, Rv3671c inh -1, CCHF vOTU inh 19 and BioA inh 3.9.
For Cc1ccc(C(=O)Nc2cccc(C(F)(F)F)c2)cc1NC(=O)c1c[nH]c2cc(C(F)(F)F)ccc2c1=O the results were FadD28 FP inh -1.8, BoNT-F LC inh -2, MazF activator -22, Mtb UGM inh 3.2, GDH-TPI inh 0, Mtb FBA inh 0, Rv3671c inh -2, CCHF vOTU inh 4 and BioA inh -1.6.
COc1ccc(CN2CCC(n3nccc3NC(=O)C3CC3)CC2)c(OC)c1OC was read as FadD28 FP inh -4.4, BoNT-F LC inh 3, MazF activator 7, Mtb UGM inh -1.7, GDH-TPI inh -11, Mtb FBA inh 0, Rv3671c inh -2, CCHF vOTU inh 16, BioA inh 0.0 and DUSP3 inh 20.
Screening CCCCC1(C(=O)OC)NC(c2ccc(O)cc2)C2C(=O)N(c3ccccc3)C(=O)C21 (stereo not drawn) returned FadD28 FP inh -2.7, BoNT-F LC inh inconclusive, MazF activator 5, Mtb UGM inh 0.8, GDH-TPI inh 10, Mtb FBA inh -1, Rv3671c inh 2, CCHF vOTU inh 2, BioA inh -0.3 and DUSP3 inh 4.
COC(=O)c1[nH]c2cccc(OC)c2c1NC(=O)CN1CCC(C(N)=O)(N2CCCCC2)CC1 was read as FadD28 FP inh -2.8, BoNT-F LC inh 5, MazF activator 2, Mtb UGM inh -4.3, GDH-TPI inh 24, Mtb FBA inh 19, Rv3671c inh -1, CCHF vOTU inh -11, BioA inh 11 and DUSP3 inh -12.
C#CCOCCOCCOCCNc1nc(N2CCN(C(=O)[C@H](C(C)C)n3cc(CCO)nn3)CC2)nc(N2CCN(C(=O)[C@H]([C@@H](C)CC)n3cc(CCCCN)nn3)CC2)n1 was read as FadD28 FP inh -1.0, BoNT-F LC inh -4, MazF activator -8, Mtb UGM inh -2.4, GDH-TPI inh 8, Mtb FBA inh 6, Rv3671c inh 12, CCHF vOTU inh 6, BioA inh 0.9 and DUSP3 inh 5.
`CCC(C(=O)NC1CCCCC1)N(Cc1cccs1)C(=O)c1snc(C(N)=O)c1N` (stereo not drawn) gave FadD28 FP inh -1.5, BoNT-F LC inh 1, MazF activator -10, Mtb UGM inh -1.1, GDH-TPI inh 8, Mtb FBA inh 9, Rv3671c inh -5, CCHF vOTU inh 4, BioA inh 1.7 and DUSP3 inh 13.
For CCCCNC(=O)CS(=O)Cc1nc(-c2ccc(C)cc2)oc1C (stereo not drawn) the results were FadD28 FP inh 0.4, BoNT-F LC inh -2, MazF activator 1, Mtb UGM inh 1.1, GDH-TPI inh 2, Mtb FBA inh 1, Rv3671c inh 2, CCHF vOTU inh 6, BioA inh 1.1 and DUSP3 inh 25.
`CCN1CCN(C(c2cccs2)C(C)NC(=O)c2cccc(OC)c2)CC1` (stereo not drawn) gave FadD28 FP inh -2.0, BoNT-F LC inh -11, MazF activator 1, Mtb UGM inh -0.3, GDH-TPI inh -2, Mtb FBA inh -2, Rv3671c inh 0, CCHF vOTU inh 12, BioA inh 1.6 and DUSP3 inh 9.
`Cc1cc(NC(=O)C2CC(=O)N(c3cccc(C)c3C)C2)no1` (stereo not drawn) gave FadD28 FP inh 2.1, BoNT-F LC inh 19, MazF activator 11, Mtb UGM inh -0.9, GDH-TPI inh 0, Mtb FBA inh 1, Rv3671c inh 9, CCHF vOTU inh 3 and DUSP3 inh 8.
For CSc1ccc(/C=C/C(=O)N2CCN(c3ccccn3)CC2)cc1 the results were FadD28 FP inh -0.6, BoNT-F LC inh -4, MazF activator 4, Mtb UGM inh 0.9, GDH-TPI inh 32*, Mtb FBA inh 5, Rv3671c inh -3, CCHF vOTU inh 2, BioA inh 3.9 and DUSP3 inh 10.
Screening O=C(O)CCC(=O)Nc1ccc(-c2nnc(-c3ccco3)o2)cc1 returned FadD28 FP inh 0.7, BoNT-F LC inh -1, MazF activator 5, Mtb UGM inh -2.5, GDH-TPI inh 17, Mtb FBA inh 141*, Rv3671c inh 4, CCHF vOTU inh -28, BioA inh -0.9 and DUSP3 inh 5.
Screening Cc1ccc2c(c1)C1CN(C)CCC1N2S(=O)(=O)c1ccc(C(C)C)cc1 (stereo not drawn) returned FadD28 FP inh -0.9, BoNT-F LC inh -10, MazF activator 2, GDH-TPI inh -5, Mtb FBA inh 2, Rv3671c inh 1, CCHF vOTU inh 20 and BioA inh -3.2.
Cc1ccccc1C(=O)Nc1nnc(SC(C)C)s1 was read as FadD28 FP inh -2.4, BoNT-F LC inh -1, MazF activator -8, Mtb UGM inh -1.2, GDH-TPI inh 5, Mtb FBA inh 1, Rv3671c inh -3, CCHF vOTU inh 9 and DUSP3 inh 15.
For CCC(C(=O)NCc1ccccc1OC)n1nc(C)n2c(cc3occc32)c1=O (stereo not drawn) the results were FadD28 FP inh -4.5, BoNT-F LC inh -7, MazF activator 3, Mtb UGM inh 1.7, GDH-TPI inh 0, Mtb FBA inh 2, Rv3671c inh 5, CCHF vOTU inh -8, BioA inh 3.0 and DUSP3 inh 47.
`COc1ccc(NC(=O)CC(NCc2ccccn2)C(=O)O)cc1` (stereo not drawn) gave FadD28 FP inh -2.6, BoNT-F LC inh -7, MazF activator 5, Mtb UGM inh 0.1, GDH-TPI inh 4, Mtb FBA inh -7, Rv3671c inh -13, CCHF vOTU inh -5 and DUSP3 inh 18.
COc1ccc(OCC(O)CNC(=O)c2ccc(Br)cc2)cc1 (stereo not drawn) was read as FadD28 FP inh -2.5, BoNT-F LC inh 6, MazF activator 5, Mtb UGM inh 3.2, GDH-TPI inh -2, Mtb FBA inh 0, Rv3671c inh -4, CCHF vOTU inh -1, BioA inh -0.3 and DUSP3 inh 17.
For CC1(C(=O)NS(=O)(=O)c2ccc(F)cc2F)CCN1C(=O)Cc1ccc(Cl)cc1Cl (stereo not drawn) the results were FadD28 FP inh 0.5, BoNT-F LC inh -14, GDH-TPI inh 9, Mtb FBA inh -1, CCHF vOTU inh -3 and BioA inh -0.6.
For Cc1cc(C(=O)COC(=O)/C=C/c2cccc(Br)c2)c(C)n1C the results were FadD28 FP inh -2.1, BoNT-F LC inh 7, MazF activator -4, GDH-TPI inh 3, Mtb FBA inh -3, CCHF vOTU inh -3 and BioA inh -1.4.
Screening CC1Cc2cc(S(=O)(=O)N3CCC(C(N)=O)CC3)ccc2N1C(=O)C1CC1 (stereo not drawn) returned FadD28 FP inh -1.9, BoNT-F LC inh -4, MazF activator 7, Mtb UGM inh 1.9, GDH-TPI inh -4, Mtb FBA inh -5, Rv3671c inh -18, CCHF vOTU inh 6 and DUSP3 inh 2.
`CCCCN(C)CCNC(=O)c1ccc(Cn2c(=S)[nH]c3ccc(Br)cc3c2=O)cc1` gave FadD28 FP inh -1.1, BoNT-F LC inh -3, MazF activator 6, Mtb UGM inh 1.0, GDH-TPI inh 8, Mtb FBA inh -1, Rv3671c inh -7, CCHF vOTU inh -11 and DUSP3 inh 3.
Screening CCOC(=O)c1ccc(NC(=O)[C@@H](NC(N)=O)C(C)C)cc1 returned FadD28 FP inh -2.1, BoNT-F LC inh -6, MazF activator 10, Mtb UGM inh 1.0, GDH-TPI inh -16, Mtb FBA inh 4, Rv3671c inh 5, CCHF vOTU inh -6, BioA inh 5.7 and DUSP3 inh 3.
Screening CC(CC(=O)NCc1ccco1)S(=O)(=O)c1ccc2c(c1)CCN2C(=O)C1CC1 (stereo not drawn) returned FadD28 FP inh -2.0, BoNT-F LC inh 6, MazF activator 0, Mtb UGM inh 0.7, GDH-TPI inh 2, Mtb FBA inh 1, Rv3671c inh -3, CCHF vOTU inh 5, BioA inh 0.3 and DUSP3 inh -26.
`CC(C)(C)c1ccc(OC(=O)N2CCOCC2)cc1` gave FadD28 FP inh -1.6, BoNT-F LC inh 2, MazF activator -15, Mtb UGM inh 1.7, GDH-TPI inh 3, Mtb FBA inh 1, Rv3671c inh -3, CCHF vOTU inh -7, BioA inh -1.2 and DUSP3 inh -1.
CCOC(=O)N1CCN(CC(=O)Nc2ccccc2C(=O)Nc2ccccc2)CC1 was read as FadD28 FP inh -2.8, BoNT-F LC inh -12, MazF activator -2, Mtb UGM inh -4.2, GDH-TPI inh -9, Mtb FBA inh -1, Rv3671c inh 6, CCHF vOTU inh -2 and BioA inh 0.8.
For CC(=O)c1cccc(-n2nnnc2SCC(=O)Nc2cc(C)on2)c1 the results were FadD28 FP inh -2.1, BoNT-F LC inh 2, MazF activator 6, Mtb UGM inh 3.7, GDH-TPI inh 8, Mtb FBA inh 3, Rv3671c inh -1, CCHF vOTU inh 6, BioA inh -1.8 and DUSP3 inh 13.
Screening O=C(COC(=O)c1ccccc1C(=O)c1ccccc1)c1ccco1 returned FadD28 FP inh -0.9, BoNT-F LC inh -5, MazF activator 1, Mtb UGM inh 2.4, GDH-TPI inh -5, Mtb FBA inh 1, Rv3671c inh -7, CCHF vOTU inh -3, BioA inh 0.1 and DUSP3 inh -8.
COc1ccc(S(=O)(=O)NCCC(C)C)cc1C was read as FadD28 FP inh -2.1, BoNT-F LC inh 0, MazF activator 7, Mtb UGM inh -1.5, GDH-TPI inh 3, Mtb FBA inh -1, Rv3671c inh 0, CCHF vOTU inh 3 and DUSP3 inh 18.
Screening Cc1cc2oc(C(=O)N(Cc3ccc(N(C)C)cc3)CC3CCCO3)c(C)c2cc1C (stereo not drawn) returned FadD28 FP inh -2.4, BoNT-F LC inh -3, MazF activator 5, Mtb UGM inh -0.5, GDH-TPI inh -13, Mtb FBA inh 1, Rv3671c inh -1, CCHF vOTU inh 20, BioA inh 0.9 and DUSP3 inh -6.
For O=C(COC(=O)c1ccc2ncsc2c1)Nc1ccc(OC(F)(F)F)cc1 the results were FadD28 FP inh 0.4, BoNT-F LC inh -9, MazF activator 1, Mtb UGM inh 3.0, GDH-TPI inh 9, Mtb FBA inh 1, Rv3671c inh -22, CCHF vOTU inh 9 and BioA inh -0.8.
For CCOc1cc(/C=C2\SC(N3CCCC(C)C3)=NC2=O)ccc1O (stereo not drawn) the results were FadD28 FP inh -1.4, BoNT-F LC inh 3, MazF activator -183, Mtb UGM inh -2.2, GDH-TPI inh 14, Mtb FBA inh -3, CCHF vOTU inh 2, BioA inh -2.2 and DUSP3 inh -24.
Screening CCN(CC(=O)Nc1c(F)cccc1F)C(=O)C1CCCO1 (stereo not drawn) returned FadD28 FP inh -1.6, BoNT-F LC inh -9, MazF activator 11, GDH-TPI inh 3, Mtb FBA inh -3, CCHF vOTU inh 3 and BioA inh -1.3.
Screening O=C(CN(Cc1ccc(F)cc1)C(=O)C1CSC(=O)C1)NC1CCCCC1 (stereo not drawn) returned FadD28 FP inh -3.2, BoNT-F LC inh 0, MazF activator 1, Mtb UGM inh -1.3, GDH-TPI inh 3, Mtb FBA inh -4, Rv3671c inh -5, CCHF vOTU inh -5, BioA inh -0.6 and DUSP3 inh 16.

Compound activity as filed in PubChem BioAssay.
